Bioassay records as filed in PubChem BioAssay.
E-selectin induc: E-selectin induction on HUVECs; 0.37% of 260,000 active; AID 686992; activation, % at 7.58 µM; HUVEC E-selectin immunofluorescence imaging; normalized: neutral wells 0, TNF-alpha wells 100;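 active = mean E-selectin-positive cell signal at least 10% of the positive control, reached in at least 60% of replicates, without over 20% cell loss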;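 also: in these data hits start at about 27%; measured in HUVEC primary endothelial cells; signal is the percent of cells scored E-selectin positive by PE staining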
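System: HUVEC, human umbilical vein endothelial cells; quantity: 3,000 cells/well; buffer or medium: EGM-2 medium, gelatin-coated wells; dosing: single-point compound dose; detection: immunofluorescence imaging; evaluation: % PE-positive cells; benchmarks: TNF-alpha, DMSO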
RAD52 anneal inh: RAD52 (human) annealing inhibition; P43351; recombinant RAD52 DNA annealing, FRET fluorescence; inhibition, % at 18.7 µM; 0.46% of 360,000 active;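 active = every replicate showing at least 50% inhibition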
RAD54 inh: inhibitors of human RAD54 branch migration; RAD54 Holliday junction branch migration, FAM/BHQ fluorescence; inhibition, % at 10.4 µM; Q92698; 0.14% of 360,000 active;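 active = mean normalized replicate activity at least 40 and at least half of replicates scoring 40 or more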;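 also: 0% = median of neutral control wells and 100% = median of positive control wells; inhibitors cause a drop in the FAM fluorescence signal; in these data hits start at about 50%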
esBAF inh: blocks esBAF chromatin remodeling in mouse ES cells; Bmi1-luciferase knock-in reporter, 24 h; 100% = twice the neutral-well signal; reporter increase, % at 12.5 µM; 2% of 350,000 active; AID 602393; in the data active = activation above about 40%;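 also: 0% = median of the plate's neutral control wells and 100% = double that signal; a rise in the Bmi1 reporter signal indicates esBAF inhibition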
ERp5 inh: ERp5 (human) disulfide isomerase inhibition | Q15084 | ERp5 insulin aggregation, absorbance 650 nm, 90 min | inhibition, % at 9.99 µM | 0.05% of 350,000 active | AID 651711;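 active = mean replicate inhibition above about 25%, with every replicate also reaching it, limit read from the data, passing the limit was not always enough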
S100A4 MyoIIA: S100A4-myosin IIA interaction inhibition | P26447 | S100A4/TAMRA-MyoIIA peptide fluorescence polarization | inhibition, % at 10.7 µM | 0.14% of 360,000 active;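 active = mean inhibition of at least 70% across replicates, with every replicate also reaching that level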
Target sequence (P26447 whole entry, looked up): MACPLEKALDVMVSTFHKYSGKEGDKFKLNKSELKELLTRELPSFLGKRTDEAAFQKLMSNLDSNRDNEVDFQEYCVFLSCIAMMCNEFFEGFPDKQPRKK
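Material: human S100A4 monomer with TAMRA-labelled myosin IIA peptide; buffer or medium: HEPES pH 7.2 with CaCl2, KCl, NaCl, DTT, Triton; compound dosing: one concentration per compound; schedule: 5 min incubation before reading; benchmarks: neutral control DMSO, positive control TFP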
ERAP1 HTS inh: inhibitors of human ERAP1 aminopeptidase | Q9NZ08 | recombinant ERAP1, Leu-AMC fluorescence, 60 min | inhibition, % at 10.7 µM | 0.15% of 340,000 active;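 active = mean replicate inhibition of at least 30%, or all replicates individually reaching that 30% level; inactive = mean below 30% and not every replicate reaching it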;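 also: 0% = neutral control wells and 100% = L-leucinethiol positive control wells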
Target sequence (Q9NZ08 whole entry, looked up): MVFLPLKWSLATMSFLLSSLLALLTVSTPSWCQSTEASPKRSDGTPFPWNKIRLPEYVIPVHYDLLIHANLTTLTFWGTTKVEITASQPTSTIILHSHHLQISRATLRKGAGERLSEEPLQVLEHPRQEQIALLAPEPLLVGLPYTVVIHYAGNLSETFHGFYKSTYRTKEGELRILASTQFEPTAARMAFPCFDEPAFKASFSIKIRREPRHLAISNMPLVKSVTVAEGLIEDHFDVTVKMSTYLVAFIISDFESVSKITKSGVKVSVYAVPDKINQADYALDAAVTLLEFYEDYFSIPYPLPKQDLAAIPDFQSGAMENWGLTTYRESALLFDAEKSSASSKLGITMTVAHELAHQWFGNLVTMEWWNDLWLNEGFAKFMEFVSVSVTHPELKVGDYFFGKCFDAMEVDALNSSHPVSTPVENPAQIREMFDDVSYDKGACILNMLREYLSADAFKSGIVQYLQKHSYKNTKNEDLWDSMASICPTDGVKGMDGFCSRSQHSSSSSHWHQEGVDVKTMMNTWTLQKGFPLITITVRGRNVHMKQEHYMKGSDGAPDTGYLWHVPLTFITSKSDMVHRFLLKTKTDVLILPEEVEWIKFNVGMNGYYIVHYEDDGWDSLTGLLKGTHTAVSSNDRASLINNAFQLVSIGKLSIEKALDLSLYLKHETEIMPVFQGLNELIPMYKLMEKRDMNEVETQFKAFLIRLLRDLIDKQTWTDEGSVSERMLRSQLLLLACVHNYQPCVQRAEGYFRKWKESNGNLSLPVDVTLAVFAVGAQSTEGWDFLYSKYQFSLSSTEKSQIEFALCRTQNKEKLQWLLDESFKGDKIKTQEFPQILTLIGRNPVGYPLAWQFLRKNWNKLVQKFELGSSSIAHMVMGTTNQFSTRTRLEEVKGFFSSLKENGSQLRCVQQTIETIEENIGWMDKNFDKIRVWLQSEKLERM
XiGFP reactiv: reactivates the inactive X chromosome in mouse fibroblasts; AID 743238; 0.055% of 360,000 active; activation, % at 7.58 µM; XiGFP mouse fibroblasts, % GFP-positive cells imaging, 3 d; cells co-treated with 5-aza-dC sensitizer; scaled so ellipticine positive control = 100%;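 active = mean normalized replicate activation at least 10% and every replicate at or above 10%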;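 also: 0% = median of on-plate neutral control wells and 100% = ellipticine 6 µM median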
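assay system = SV40-immortalized XiGFP fibroblast cells, line 68-5-11 | buffer or medium = DMEM plus 5-aza-dC sensitizer | doses = single-point pinned compound dosing | times = 3-day compound exposure, then 15 min fixation at room temperature | benchmarks = positive control ellipticine, 6 µM final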
* = called active by the depositor; . = no result given. Some of the compounds tested, so the mix of outcomes need not match the whole.

structure,E-selectin induc,RAD52 anneal inh,RAD54 inh,esBAF inh,ERp5 inh,S100A4 MyoIIA,ERAP1 HTS inh,XiGFP reactiv
O=P(Oc1ccccc1)(Oc1ccccc1)c1ccccc1,0.1,-10,-16,-2,2,8,-10,0.0
COc1ccc(C=C2C(=O)N(C)C(=O)N(C)C2=O)cc1COc1ccc(NC(C)=O)cc1,.,-21,6,-1,5,-8,.,0.0
CCOC(=O)CC1c2ccccc2-n2nncc2CN1CC1CCCCC1 (configuration not stated),3.7,-7,8,-4,-6,-2,.,0.1
N[C@@H](Cn1oc(=O)[nH]c1=O)C(=O)O,-0.1,-15,-14,-5,-2,-23,-2,0.0
CS(=O)(=O)c1ccc(C2=C(CNC(=O)c3cccnc3)[C@H]3CC[C@@H](C2)N3Cc2ccco2)cc1,0.2,-20,4,-3,2,-1,-4,0.0
c1cc2c(cc1N1CCOCC1)CNCc1cnnn1-2,0.1,-2,0,-2,-3,3,5,0.0
CCOC(=O)C1(CCOc2ccccc2)CCN(C2Cc3ccccc3C2)CC1,.,-1,.,.,-2,-5,-2,0.0
CC(CN(C)C1CCN(C)CC1)c1ccccc1 (configuration not stated),0.0,-3,-12,-4,-1,2,-2,0.1
COc1ccc(C#Cc2ccc([C@H]3[C@@H](CO)N4CCCCN(C(=O)Cc5ccncc5)C[C@@H]34)cc2)cc1,0.1,-73,-20,.,0,-12,2,1.7
Clc1cccc(Cl)c1NC1=NCCS1,0.0,-10,-11,-3,1,3,0,-0.2
C=CC1C[N+]2(C)CCC1CC2C(O)c1ccnc2ccccc12 (configuration not stated),.,-2,.,.,3,-1,14,.
O=C(NCCN1CCC2(CC1)C(=O)NCN2c1ccccc1)c1ccc(OC(F)(F)F)cc1,0.1,-13,.,.,0,3,-1,0.0
COc1ccc(Cn2c(O)c(/C=N/NC(=O)c3ccccc3)c(=O)[nH]c2=O)cc1,.,-108,-2,.,-5,-7,0,0.0
COc1ccc(-n2nc(C(=O)NCC(=O)N3CCC4(CC3)OCCO4)c3ccccc3c2=O)cc1OC,.,-14,-4,22,0,1,10,0.1
O=C(O)c1cccc(N=Nc2c(O)[nH]c(=O)[nH]c2=O)c1,.,-7,0,-8,9,-5,2,1.2

The results go on:
structure,E-selectin induc,RAD52 anneal inh,RAD54 inh,esBAF inh,ERp5 inh,S100A4 MyoIIA,ERAP1 HTS inh,XiGFP reactiv
CCOC(=O)C1(c2ccccc2)CCN(CCC(=O)Nc2ccc(C(=O)OC)cc2)CC1,-0.7,-5,4,-3,-6,-20,0,0.2
CC(=O)N1CN2CN(C(C)=O)CC(C(=O)c3ccc([N+](=O)[O-])cc3)(C2)C1,.,-10,-1,-8,-3,3,0,0.0
CN(C)c1ccc(/C=C2\C(=O)NC(=O)N(CCc3ccc(F)cc3)C2=O)cc1,.,-66,1,0,4,51,3,0.1
O=C(Nc1ccc2ccccc2c1)N1C[C@H]2C[C@@H](C1)c1cccc(=O)n1C2,-0.2,6,.,.,-10,-2,.,0.1
N#CC1(c2ccccc2)CCN(C2CC(=O)N(c3ccc4c(c3)OCO4)C2=O)CC1 (configuration not stated),.,-6,.,.,-4,0,-2,0.2
COc1ccc(CCn2c(O)c(C=Nc3ccccc3F)c(=O)[nH]c2=O)cc1OC,.,-26,-7,-10,-12,-2,1,0.2
N=C1c2ccccc2CN1NC(=O)c1ccc(Br)o1,.,-9,7,11,2,-11,-2,0.0
O=C1/C(=C\c2ccc(Cl)cc2Cl)N2CCC1CC2,0.0,-9,1,.,1,-1,1,0.1
O=C(NCc1cccnc1)C(Cl)(Cl)Cl,0.2,-3,.,.,2,-3,7,0.2
O=C(c1ccco1)N1Cc2ccccc2-n2nncc2C1,0.0,-5,.,3,-8,1,-1,-0.1
CCCCCN1C(=O)c2cc(OC)ccc2[C@@]2(C(=O)OCC)Cc3cc(OC)ccc3[C@@H]12,-0.2,-10,.,.,-3,0,-2,0.1
CC(C)=CCOc1c2occc2cc2ccc(=O)oc12,.,-66,-2,2,-4,-2,-2,0.6
CN1C(=O)C(Cc2ccccc2)C(=O)N(C)C1=O,-0.5,-9,.,.,-1,1,5,0.4
COc1ccc(-n2nnnc2C(c2cccs2)N2CCC3(CC2)C(=O)NCN3c2ccccc2)cc1 (configuration not stated),-1.6,15,6,3,2,-1,.,0.1
COC(=O)[C@H]1[C@H](CO)[C@H]2Cn3c(ccc(-c4ccccc4)c3=O)[C@@H]1N2CCc1ccccc1,-0.2,0,-5,-1,0,3,1,-0.1

Continued.
structure,E-selectin induc,RAD52 anneal inh,RAD54 inh,esBAF inh,ERp5 inh,S100A4 MyoIIA,ERAP1 HTS inh,XiGFP reactiv
CCOc1ccc(-n2c(O)c(N=Nc3c(C)n(C)n(-c4ccccc4)c3=O)c(=O)[nH]c2=O)cc1,.,-61,10,.,4,-2,.,0.0
O=C(Cc1ccccn1)N1CCCCN2[C@H](CO)[C@@H](c3ccc(C#Cc4ccccc4)cc3)[C@@H]2C1,-0.5,-50,0,.,3,-1,1,0.0
N#Cc1ncc(N=Cc2ccc(N(CCCl)CCCl)cc2)s1,.,-42,-10,-13,-12,2,-1,-0.1
CCC(C)(O)C(=O)OC1C(=O)OC2CC3C(C)=CC(O)C(O)C3(C)C3C4(O)OCC23C1C(C)C4O (configuration not stated),.,-11,1,10,-2,0,-1,.
OCC[N+]12CCC(CC1)C(C(O)(c1ccccc1)c1ccccc1)C2 (configuration not stated),.,-9,.,.,.,-2,-5,0.0
O=C(O)c1ccc(-[n+]2c(-c3ccccc3)cc(-c3ccccc3)cc2-c2ccccc2)cc1,-0.1,-7,-2,-16,2,2,-1,-0.1
CN1CCC(N(C)c2ccc(C(N)=O)cc2[N+](=O)[O-])CC1,-0.1,4,5,-1,1,-4,2,0.4
CCOc1ccc(NC(=O)c2c(O)[nH]c(=O)[nH]c2=O)cc1,0.0,3,16,-3,2,-2,-1,-0.1
NC(=O)c1cc(N2CC2)c([N+](=O)[O-])cc1[N+](=O)[O-],0.8,-2,0,-2,1,-5,3,-0.1
O=C(c1cc(-c2ccccc2)nc2ccccc12)N1CCC2(CC1)OCCO2,.,-7,-2,-5,-5,-10,2,.
O=P(Oc1ccccc1)(Oc1ccccc1)C(O)c1ccc(Cl)cc1 (configuration not stated),-0.2,-17,-23,-10,-5,-1,1,0.0
COC(=O)[C@@H]1[C@@H](CO)[C@@H]2Cn3c(ccc(-c4ccc(OC)cc4)c3=O)[C@H]1N2C(=O)c1ccccc1F,-0.1,4,2,1,-9,-10,1,0.3
O=C(O)C1C2CCC(O2)C1C(=O)NC1CCCCC1 (configuration not stated),1.9,-9,.,.,2,-3,2,0.0
O=c1c2ccccc2nc(N2CCCC2)n1-c1ccccc1,0.0,-25,-9,0,4,15,3,0.1
COc1ccc(CN2CCCC(C(=O)c3ccc(Cl)cc3)C2)c(OC)c1 (configuration not stated),.,-8,-5,-2,1,1,1,0.0

Some entries already given, limited to S100A4 MyoIIA, XiGFP reactiv and ERAP1 HTS inh.
Molecule | S100A4 MyoIIA | XiGFP reactiv | ERAP1 HTS inh
O=C(O)C1C2CCC(O2)C1C(=O)NC1CCCCC1 (configuration not stated) | -3 | 0.0 | 2
O=c1c2ccccc2nc(N2CCCC2)n1-c1ccccc1 | 15 | 0.1 | 3
COc1ccc(CN2CCCC(C(=O)c3ccc(Cl)cc3)C2)c(OC)c1 (configuration not stated) | 1 | 0.0 | 1

(further entries)
structure,E-selectin induc,RAD52 anneal inh,RAD54 inh,esBAF inh,ERp5 inh,S100A4 MyoIIA,ERAP1 HTS inh,XiGFP reactiv
Cc1ccc(C(=O)N2CC2C)cc1 (configuration not stated),.,-9,-6,6,-12,3,0,0.0
CS(=O)(=O)c1ccc(C2=C(CNC(=O)c3ccc([N+](=O)[O-])cc3)[C@H]3CC[C@@H](C2)N3Cc2ccccc2)cc1,-0.5,-10,5,-1,3,-3,0,0.2
O=c1c2ccccc2nc(-c2ccoc2)n1-c1ccccc1,.,-17,0,-7,0,2,5,.
COc1cc(C(=O)OC2C[C@H]3CC[C@@H](C2)N3)ccc1O (some centres not stated),0.2,4,7,-11,1,-6,-3,0.0
CCC(C#N)(CC)P(=S)(c1ccccc1)c1ccccc1,-0.8,-4,.,.,1,2,3,0.0
COC(=O)C(O)(c1ccc(N(C)C(=O)COc2ccccc2)cc1)C(F)(F)F (configuration not stated),.,-4,.,.,0,-11,-3,0.0
CNC(=O)c1cccn(Cc2ccc(C(F)(F)F)cc2)c1=O,.,-4,.,-1,-1,5,-3,0.3
Cc1cccc(CN2CCCC(C(=O)c3ccc4c(c3)OCO4)C2)n1 (configuration not stated),33*,-16,-2,-3,2,-7,-2,0.0
CCC1(CC(C)C)C(=O)NC(=S)NC1=O,-0.1,-5,.,-3,-4,-2,4,0.1
Cc1cccc(S(=O)(=O)N2[C@@H]3c4ccc(-c5cccc(F)c5)c(=O)n4C[C@H]2[C@H](CO)[C@H]3C(=O)O)c1,0.0,-11,-7,0,4,19,.,0.0
COC(=O)C1=C(c2ccc(-c3ccccc3)c(F)c2)C[C@@H]2CC[C@H]1N2C(=O)N1CCc2cc(OC)c(OC)cc2C1,0.0,-10,-5,4,2,-3,-2,-0.7
CC(=O)N1Cc2cnnn2-c2ccccc2C1(C#N)Cc1ccccc1 (configuration not stated),0.0,-5,0,-1,-2,0,0,-0.1
O=C1NC(=O)N(Cc2ccco2)C(=O)/C1=C\c1cccn1CCOc1ccccc1,.,-45,.,.,1,-7,.,0.1
O=[N+]([O-])[N-][n+]1cnn(Cc2ccc(Cl)cc2)c1,.,-5,.,.,7,-3,1,0.1
COc1cc(CN2CCCC(C(=O)c3sccc3C)C2)cc(OC)c1O (configuration not stated),.,6,.,.,-1,-3,1,0.0

(more compounds)
structure,E-selectin induc,RAD52 anneal inh,RAD54 inh,esBAF inh,ERp5 inh,S100A4 MyoIIA,ERAP1 HTS inh,XiGFP reactiv
CC(=O)OC1CC(OC2C(O)CC(OC3C(O)CC(OC4CCC5(C)C(CCC6C5CCC5(C)C(C7=CC(=O)OC7)C(O)CC65O)C4)OC3C)OC2C)OC(C)C1OC1OC(CO)C(O)C(O)C1O (configuration not stated),-0.2,-7,.,.,-3,59,-2,0.0
CC(=O)OC(C)(C)/C=C/C(=O)C(C)(O)C1C(O)CC2(C)C3CC=C4C(CC(O)C(=O)C4(C)C)C3(C)C(=O)CC12C (configuration not stated),.,-3,.,.,-5,3,-2,2.4
CN1C(=O)N(C)C(=O)C2(Cc3ccccc3N3CCOCC32)C1=O (configuration not stated),0.4,.,6,2,.,6,.,.
CCC12CN3CCN(CC(C3)/C1=N/NC(=O)c1ccncc1)C2,0.0,0,3,-1,3,-7,1,0.0
C[C@]12CCC(=O)C=C1CC[C@@H]1C2CC[C@]2(C)C(=O)CCC12 (some centres not stated),0.4,-11,-7,2,4,-4,-1,0.0
NN=C(N)N,-0.2,36,5,2,6,1,1,0.0
CC(C)NC(=O)N1[C@@H]2c3ccc(-c4cccc(C(=O)N(C)C)c4)c(=O)n3C[C@H]1[C@H](CO)[C@H]2C(=O)O,-0.1,3,-6,-2,5,3,-1,0.2
CCOC(=O)C(O)(c1ccc(NC(=O)c2ccc(Cl)c(Cl)c2)cc1)C(F)(F)F (configuration not stated),.,-12,-10,2,.,0,2,0.0
C[N+]1(C)C2CC[C@H]1CC(OC(=O)C(CO)c1ccccc1)C2 (some centres not stated),0.3,-9,-6,-11,-4,3,-2,0.3
